Compound activity as filed in PubChem.
mcGAS RapidFire – inhibitors of Mus musculus cyclic GMP-AMP synthase, initial high-throughput assay, cell-free, RapidFire MS; Q8C6L5; recombinant mouse cGAS, cGAMP by RapidFire MS; inhibition, % at 12.5 µM; 130,000 compounds, 0.18% hits; AID 1259397, 2018;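 active = inhibition of cGAS enzyme activity at or above 60%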;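 note: enzyme stimulated by 45 bp dsDNA with ATP and GTP substrates; cGAMP share of summed cGAMP plus half ATP and half GTP signals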
Target sequence (Q8C6L5 whole entry, looked up): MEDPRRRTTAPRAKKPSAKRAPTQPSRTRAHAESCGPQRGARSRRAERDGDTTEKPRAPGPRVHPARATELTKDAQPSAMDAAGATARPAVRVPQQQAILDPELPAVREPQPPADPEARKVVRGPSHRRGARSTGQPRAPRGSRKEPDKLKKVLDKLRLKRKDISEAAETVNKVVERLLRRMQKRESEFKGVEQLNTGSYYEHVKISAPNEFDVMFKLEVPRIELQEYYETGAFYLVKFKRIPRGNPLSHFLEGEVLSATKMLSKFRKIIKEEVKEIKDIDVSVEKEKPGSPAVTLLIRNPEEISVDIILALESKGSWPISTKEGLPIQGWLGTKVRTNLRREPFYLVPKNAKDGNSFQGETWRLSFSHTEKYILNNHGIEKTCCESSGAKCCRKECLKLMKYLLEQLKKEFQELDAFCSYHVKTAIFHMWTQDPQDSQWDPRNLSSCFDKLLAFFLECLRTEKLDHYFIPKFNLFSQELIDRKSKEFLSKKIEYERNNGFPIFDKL
* marks the source's active call; other numbers are inactive results; & = joins results of further samples. These rows are one share of the data; count on the stated rates, not on these rows.

SMILES	mcGAS RapidFire
Cc1[nH]cnc1CN1CCC(CNC(=O)NC(C)(C)C)C1 (centres undefined)	-2.7
O=c1c2c(-c3ccccc3)n3ncnc3nc2ccn1-c1ccc2c(c1)OCCO2	-6.3
S=c1[nH]cc(-c2ccccc2)n1C1CC1	-7.8
O=C(c1ccccc1)N1CCC(NCCSc2ncn[nH]2)CC1	1.3
CC(=O)Cn1c(CN(Cc2ccccc2)Cc2ccccc2)nc2c1c(=O)n(C)c(=O)n2C	2.6
COC(=O)CC1(NC(=O)c2ccc(Cl)cc2)CCN(C)CC1	-4.6
Oc1cc2c(cc1CN1CCN(c3ccc(C(F)(F)F)cn3)CC1)CCC2	-7.9
CSc1ccc(C2c3c(n[nH]c3-c3ccccc3)OC(=N)C2C#N)cc1 (centres undefined)	0.6
CCN(C(=O)CN1CCSC2(CCCCC2)C1)C1CC1	2.6
CC1CCc2c(C(=O)NC(C)Cn3ccnc3)csc2C1 (centres undefined)	-13.0
O=C(C1=NOC(c2ccccc2)C1)N1CCC(Nc2ccccc2)CC1 (centres undefined)	-19.3
Nc1nonc1-c1noc(COc2ccc(Br)cc2)n1	0.8
CC1CCC2(CC1)NC(=O)N(NC(=O)COc1ccccc1)C2=O (centres undefined)	-5.4
O=C(COc1ccc2c3c(c(=O)oc2c1)CCC3)N1CCCC(C(F)(F)F)C1 (centres undefined)	-6.7
O=C(CCc1ccccc1)N1N=C2CCCCC2C1(O)C(F)(F)F (centres undefined)	-47.0
CC1CC(Sc2nnc(-c3ccccc3F)o2)C(=O)O1 (centres undefined)	-1.7
Cc1nn(-c2ccccc2)c2c1P(=S)(N1CCCC1)C(=C1N(C)c3ccccc3C1(C)C)C=N2 (centres undefined)	-45.7
Cc1ccc(I)c(C)c1[N+](=O)[O-]	-10.2
CN(CC1CCC1)C(=O)NCC(C)(C)N1CCC(N(C)C)CC1	-57.0
COCCN(CC1CCN(Cc2ccccc2F)CC1)C(=O)C1CCCC1	6.5

5 entries out of the list above, arranged by the value under mcGAS RapidFire, rising.
| mol | mcGAS RapidFire |
| --- | --- |
| CN(CC1CCC1)C(=O)NCC(C)(C)N1CCC(N(C)C)CC1 | -57.0 |
| O=C(C1=NOC(c2ccccc2)C1)N1CCC(Nc2ccccc2)CC1 (centres undefined) | -19.3 |
| CC1CC(Sc2nnc(-c3ccccc3F)o2)C(=O)O1 (centres undefined) | -1.7 |
| CSc1ccc(C2c3c(n[nH]c3-c3ccccc3)OC(=N)C2C#N)cc1 (centres undefined) | 0.6 |
| COCCN(CC1CCN(Cc2ccccc2F)CC1)C(=O)C1CCCC1 | 6.5 |

The list goes on:
SMILES	mcGAS RapidFire
CCOc1ccccc1NC(=O)C(=O)NCC(c1ccc(N(C)C)cc1)N1CCc2ccccc21 (centres undefined)	-4.3
CCCCNC(=O)NS(=O)(=O)c1cnccc1Sc1ccc(Cl)cc1	-7.1
CCC(=O)Nc1ccc(SCC(=O)N2CCN(c3ccccc3)CC2)nn1	0.4
Cc1nc(C(NC(=O)c2ccc(Cl)cc2Cl)C(C)C)n[nH]1 (centres undefined)	-7.7
CN(Cc1nc2ccccc2s1)C(=O)C1CCCN1c1nccs1 (centres undefined)	-0.7
O=C(CNC(=O)c1cccs1)Nc1cc(Cl)cc(Cl)c1	-5.3
Cc1nc(C(=O)Nc2c(F)cccc2F)nn1-c1ccc(Cl)cc1	-4.8
CNS(=O)(=O)Cc1ccc(CNc2ccc(C(F)(F)F)cn2)cc1	-7.5
CCOC(=O)N1CCC(NCCOc2ccccc2F)CC1	-49.3
Cc1nc(C(C)NC(=O)Nc2cc(-c3nnco3)ccc2C)cs1 (centres undefined)	5.8
Cc1ccc2c(c1)C1OCCC1C1N2C(=O)C2C(C(=O)O)C3C=CC21O3 (centres undefined)	-26.5
Cc1nc(N(C)CCCN2CCCCCC2)c2cnn(C)c2n1	5.4
CSc1ccc(CN(C(=O)CC2CCOCC2)C2CC2)cc1	-30.9
Cc1ccc(S(=O)(=O)NNC(=O)c2csc(N3CCOCC3)n2)c(C)c1	-1.8
Cc1cccnc1CN1CCN(Cc2cnn3cccnc23)CC1	-25.7
CNC(=O)NC(=O)COC(=O)CN1C(=O)C2CCCCC2C1=O (centres undefined)	-8.9
O=S(=O)(c1ccc2nc[nH]c2c1)c1ccc2nc[nH]c2c1	-7.3
NNC(=O)C1CC1c1ccc(Cl)cc1 (centres undefined)	-0.8
Fc1ccc(COc2cccc3c(=S)[nH]ccc23)cc1	-27.9
COC(=O)/C(C#N)=N/Nc1cccc(Cl)c1C	-3.5
Cn1c(=NC(=O)C2=COCCO2)sc2cc(Br)ccc21	-6.7
Cc1cccc(NC(=O)NCCC2CCCCN2S(=O)(=O)c2ccc(F)cc2)c1 (centres undefined)	-9.7
CCc1ccc(C(=O)O)cc1S(=O)(=O)Nc1cc(F)c(F)cc1F	-26.2
CN(C)c1ccc(C2NC(c3ccc(N(C)C)cc3)C([N+](=O)[O-])C(C)(C)C2[N+](=O)[O-])cc1 (centres undefined)	-3.4
O=C(C(Cc1ccc(O)cc1)c1ccccc1)N1CCn2cncc2C1 (centres undefined)	-8.4
c1coc(-c2cc(CSc3nnc(Cc4cccs4)n3C3CC3)no2)c1	-0.7
COCCN1CCN(C(=O)Cn2nnnc2CN(C)C(C)C)CC1	-2.6
Nc1cc(S(=O)(=O)N2CCOCC2)ccc1Cl	-10.8
O=C(NNC(=O)c1cccn(Cc2cccc(F)c2)c1=O)Nc1cccs1	-4.0
Cc1cc2nc(-c3cccs3)cc(C(F)(F)F)n2n1	-18.1
O=C(c1ccc(Cl)cc1)C1CCN(C(=O)NC2CCCCNC2=O)CC1 (centres undefined)	-0.8
COc1cccc(-n2c(=O)[nH]c3c(C(N)=O)nc(-c4ccco4)nc32)c1	-4.3
C=CCNCc1cccc(Oc2ncccn2)c1	-1.6
Cc1ccc(F)c(S(=O)(=O)Nc2cccc(-c3ccn[nH]3)c2)c1	-3.6
CCc1sc(C(=O)NNC(=O)C(C)(C)C)cc1C	-3.1
CCOC(=O)N1CCN(C(=O)CC2C(=O)NCCN2Cc2ccccc2C)CC1 (centres undefined)	-7.1
O=C(c1ccccc1-c1ncn[nH]1)N1CCC(CO)(Cc2ccccc2)CC1	-8.3
Cc1ccccc1SCC(=O)N1CCC2(CC1)c1ccccc1[C@@H](N)[C@@H]2O	-19.0
CN(CCC1CCCCO1)C(=O)c1ccc(OC2CCN(C(=O)C3CC3)CC2)cc1 (centres undefined)	1.1
COC(=O)c1ccc(Cn2c(=O)n(CCc3ccc(OC)c(OC)c3)c(=O)c3ncccc32)o1	-1.6
CN(CC(=O)NC(C)(C)C)C(=O)CSc1nc2ccccc2o1	-1.9
Fc1ccc(-c2csc3ncnc(N4CCN(C5CCCC5)CC4)c23)cc1	-4.8
CCC1CCCCN1Cc1cnc(S(=O)(=O)C(C)C)n1CCc1ccccc1 (centres undefined)	-3.2
[O-]/[N+](=C\c1ccco1)C/C(=N\O)c1cccs1	-32.4
CC(O)c1ccc(-c2ccc(C(N)=O)cc2)cc1 (centres undefined)	-12.2
CSCc1noc(-c2cn(CCc3ccccc3)nn2)n1	5.6
Cc1nc2c(C)cccn2c(=O)c1NC(=O)c1ccc2c(c1)OCO2	10.5
CC1Cc2ccccc2N1C(=O)c1ccc(S(=O)(=O)NC2CC2)o1 (centres undefined)	-12.7
O=C(c1ccc(F)cc1)N1CCCC(OCc2cccc(C(F)(F)F)c2)C1 (centres undefined)	-1.8
COc1ccc(-c2nc(SCc3nc(-c4cccs4)no3)n[nH]2)cc1	-7.2
CN1CCN(/C=C(\C#N)C(=O)NCc2ccccc2)CC1	-9.3
Cc1nc(C(F)(F)F)ccc1C(=O)N1CCC1(C)C(=O)NS(=O)(=O)Cc1cccc(Cl)c1 (centres undefined)	-13.1
CCCN(CC1CCCO1)c1ncnc2oc(C)nc12 (centres undefined)	8.5
CCOC(=O)C1=C(C(=O)c2ccccc2)C(c2ccc(OC)cc2)NC(=O)N1C (centres undefined)	3.9
CC(Sc1nnc(C2CC2)n1C1CC1)C(=O)Nc1ccnn1C(C)C (centres undefined)	-0.6
CCCCN1N=C(C)Cn2c1nc1c2c(=O)n(C)c(=O)n1C	-1.0
CC(NC(=O)c1cccc(Cl)c1Cl)C(=O)N(C)C1CCCC1 (centres undefined)	-5.5
CC1C(=O)N2CCCc3cc(NC(=O)C(=O)NC4CCCC4)cc1c32 (centres undefined)	5.2
c1ccc(CSc2cc(-c3ccccc3)c3ccccc3n2)cc1	-4.5
O=C(Nc1cccnc1)c1ccc(-c2ccccc2CO)o1	-9.2

A stretch of the results above:
SMILES	mcGAS RapidFire
CN(CC(=O)NC(C)(C)C)C(=O)CSc1nc2ccccc2o1	-1.9
Fc1ccc(-c2csc3ncnc(N4CCN(C5CCCC5)CC4)c23)cc1	-4.8

(further entries)
SMILES	mcGAS RapidFire
COC(=O)c1cccc(NS(=O)(=O)c2ccc(Cl)s2)c1	-0.7
O=C(NCCc1ccccc1Cl)c1ccc2c(=O)n(-c3ccccc3)c(=O)[nH]c2c1	-5.3
CN1CCN(NC(=O)CN2C(=O)S/C(=C/c3ccc(Cl)cc3)C2=O)CC1	1.3
CC(=O)N1CCCn2nc(C(=O)NCc3nc4ccccc4[nH]3)cc2C1	-4.6
c1ccc(C2=NOC3C2C2C4C3C24)cc1 (centres undefined)	-4.2
Cc1ccn2c(C(=O)N3C[C@@H]4C5CCC(CC5)[C@@H]4C3)c(C)nc2c1	-23.3
Cc1noc(C)c1CN(C)C(=O)Cc1cccs1	8.4
C=CCNC(=O)C(C)SCc1ccn(-c2ccccc2)n1 (centres undefined)	-5.5
COc1ccccc1NC(=O)C(C)Nc1ccc(-n2cnnn2)cc1 (centres undefined)	-2.7
CC(C)(C)n1nc(C2CC2)cc1C(=O)Nc1cccc2cn[nH]c12	-0.6
O=C(CCc1c(-c2ccc(F)cc2)[nH]c2ccccc12)N1CCCC1	0.5
O=C(O)C(=O)CCc1cccs1	6.8
Clc1ccc2nnn(OCCOc3ccc(Br)cc3)c2c1	-5.1
O=C1CCCCC1Sc1nnc(Nc2ccccc2)s1 (centres undefined)	-3.6
CCN(CC)CCNc1nc2ccc(Cl)cc2[nH]1	-4.1
Cc1ccc(-c2ccc(=O)n(CCCNC(=O)COc3ccccc3F)n2)cc1	6.1
Cc1cccc(CS(=O)(=O)c2ncc(CNCCN(C)C)n2C2CCCCC2)c1	-3.1
N#Cc1c(-n2ncnc2-c2ccc3c(c2)OCO3)sc2c1CCCC2	3.6
CC(C)SC(NC(=O)OCc1ccccc1)C(=O)N1CCCCC1 (centres undefined)	11.3
O=C(NCc1cccs1)C1CC1	-9.1
NC(=O)c1ccc(NCc2nccn2CC(F)(F)F)cc1F	-25.7
COC(=O)c1ccc(CNc2ccc(-c3nc(C(C)C)no3)cn2)cc1	-12.4
COCC(NC(=O)c1cccc(CC2CCNCC2)c1)c1ccnn1C (centres undefined)	-15.6
Cc1csc(C2NC(=O)c3c(Cl)cccc3N2)n1 (centres undefined)	-6.6
CC(=O)c1cn(C(C)C(=O)N2CCc3c(nc[nH]c3=O)C2)c2ccccc12 (centres undefined)	-1.4
CC(C)c1nc(CNc2nncc(-c3cccc(F)c3)n2)cs1	-4.3
C=CCOc1ccc(Br)cc1/C=C(\C#N)c1nn(-c2ccccc2)c(N)c1C#N	-0.8
N#CC(=C(O)CSc1nc2ccccc2o1)c1nc2ccccc2[nH]1	-15.5
O=C(NCC(=O)N1CCCC1)c1ccc(-c2ccc(F)cc2)cc1F	-4.9
O=C(NC1CCCCC1)c1nnc2n1CCN(Cc1cccc(O)c1)C2	-9.7
OCc1csc(COc2ccc(Cl)cc2CNCCN2CCCCC2)n1	4.3
O=C(NCc1ccco1)C1CCN(Cc2csc3c(F)cccc23)CC1	-31.4
Cc1ccc(-c2cc(=O)c3cc(Cl)cc(Cl)c3o2)cc1	-7.0
O=C(Nc1nn(Cc2c(F)cccc2Cl)cc1Br)C1CCCO1 (centres undefined)	-5.0
CCC(NC(=O)C1(C)CC1(Br)Br)c1ccc(C)cc1 (centres undefined)	-12.5
O=C(c1cc(F)cc(F)c1)N1CCN(S(=O)(=O)c2ccc3c(c2)OCCCO3)CC1	-9.5
CCCn1c(N)c(C(=O)CSc2nncn2C)c(=O)[nH]c1=O	-8.0
Cc1ccc(NC(c2ccc(F)c(F)c2)P(=O)(O)O)cc1 (centres undefined)	-6.7
c1ccc(C2CCCN2Cc2nc(-c3ccc4c(c3)OCO4)no2)nc1 (centres undefined)	-5.8&-2.3
NC(=O)C1CCN(c2nc3cc(C(F)(F)F)ccc3s2)C1 (centres undefined)	-7.7
CC(CC#N)N(C)C(=O)c1cnc(OCC(F)(F)F)c(Cl)c1 (centres undefined)	-2.4
O=S(=O)(Nc1ccccc1Oc1ccccc1)c1cccnc1Cl	-19.4
CCCCN(C)C(=O)c1sc(=O)n(Cc2ccc(F)c(Cl)c2)c1C	-1.1
CCc1ccsc1C(=O)N1CC[C@@H](O)C1	8.2
CN(Cc1cc2c(cc1Br)OCCO2)S(=O)(=O)c1cccs1	-21.6
CCOc1cc2c(cc1/C=C/c1n[nH]c(=O)c(C#N)c1C)OC(C)C2 (centres undefined)	-0.1&6.5
c1ccc(-n2nnc3c(N4CCNCC4)ncnc32)cc1	-7.5
COc1ccccc1/C=C/C1=NC(=C\c2ccc(C(C)C)cc2)/C(=O)O1	12.0
CCN(CC)C(=O)CN1CCCCC1c1nc2ccc(F)cc2[nH]1 (centres undefined)	-23.9
Cc1c(C(=O)O)sc2ncnc(NC(c3nccn3C)C(C)C)c12 (centres undefined)	-5.5

Reformatted: results already given.
| SMILES | mcGAS RapidFire |
| --- | --- |
| CC(CC#N)N(C)C(=O)c1cnc(OCC(F)(F)F)c(Cl)c1 (centres undefined) | -2.4 |
| O=S(=O)(Nc1ccccc1Oc1ccccc1)c1cccnc1Cl | -19.4 |
| CCCCN(C)C(=O)c1sc(=O)n(Cc2ccc(F)c(Cl)c2)c1C | -1.1 |
| CCc1ccsc1C(=O)N1CC[C@@H](O)C1 | 8.2 |
| CN(Cc1cc2c(cc1Br)OCCO2)S(=O)(=O)c1cccs1 | -21.6 |
| CCOc1cc2c(cc1/C=C/c1n[nH]c(=O)c(C#N)c1C)OC(C)C2 (centres undefined) | -0.1&6.5 |
